# Screening data as filed in PubChem BioAssay.
# SR-BI DiI-HDL act – activators of SR-BI mediated HDL lipid uptake. CHO ldlA[mSR-BI] cells, DiI-HDL uptake fluorescence, 3 h; 100 = double the neutral-control signal. activation, % at 12.5 µM. hit rate 0.096% among 320,000. AID 504775;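 active = mean replicate activation of at least 60% and every replicate at or above 60%; inconclusive = mean or all-replicate condition met, but not both; inactive = mean below 60% and not all replicates reaching 60%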;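 also: 0% = median plate neutral-control signal and 100% = twice that signal; values of inactives mirror those of a sister screen read the other way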
#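 System: CHO ldlA[mSR-BI] cells / Medium: HEPES-buffered (25 mM, pH 7.4) F12 plus 0.5% BSA / Probe or stimulus: labelled HDL, 10 µg/mL / Doses: single compound concentration, delivered by pin transfer / Schedule: 3 h, 37 °C / Measured by: DiI fluorescence, bottom read / Measure: cell-associated DiI fluorescence as measure of HDL uptake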
# Rtt109 HAT inh – C. albicans Rtt109 histone acetyltransferase inhibition. hit rate 0.16% among 330,000. AID 540336. purified Rtt109/Vps75, ThioGlo CoA-SH fluorescence, 4 h. inhibition, % at 34.9 µM;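 active = inhibition of at least 50% in every replicate; inconclusive = best replicate reaches 50% inhibition but some replicates fall short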
# PfHsp90 set2 – reduces growth (ATP signal) of yeast expressing P. falciparum Hsp90 | S. cerevisiae expressing PfHsp90, BacTiter-Glo ATP, 48 h; yeast lacking PDR1 and PDR3 efflux regulators | inhibition, % at 9.4 µM | hit rate 0.32% among 310,000;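 active = every replicate shows inhibition above about 80%, whatever the replicate mean, limit read from the data; inconclusive = mean inhibition reaches the set limit but some replicate falls short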;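 also: 0% = DMSO neutral controls and 100% = 20 µM radicicol positive controls; yeast relying on Plasmodium falciparum Hsp90 in place of its own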
# SR-BI DiI inh – blocks mouse SR-BI lipid uptake from DiI-HDL. hit rate 0.96% among 320,000. inhibition, % at 12.5 µM. ldlA[mSR-BI] CHO cells, DiI-HDL uptake fluorescence, 3 h;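 active = mean replicate inhibition of at least 70% and a set share of replicates each scoring 70 or more; inconclusive = meets just one of the two criteria; inactive = fails both criteria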;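 also: 0% = median of neutral control wells and 100% = median of positive control wells; values of inactives mirror those of a sister screen read the other way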
# Target sequence (Q61009 whole entry, looked up): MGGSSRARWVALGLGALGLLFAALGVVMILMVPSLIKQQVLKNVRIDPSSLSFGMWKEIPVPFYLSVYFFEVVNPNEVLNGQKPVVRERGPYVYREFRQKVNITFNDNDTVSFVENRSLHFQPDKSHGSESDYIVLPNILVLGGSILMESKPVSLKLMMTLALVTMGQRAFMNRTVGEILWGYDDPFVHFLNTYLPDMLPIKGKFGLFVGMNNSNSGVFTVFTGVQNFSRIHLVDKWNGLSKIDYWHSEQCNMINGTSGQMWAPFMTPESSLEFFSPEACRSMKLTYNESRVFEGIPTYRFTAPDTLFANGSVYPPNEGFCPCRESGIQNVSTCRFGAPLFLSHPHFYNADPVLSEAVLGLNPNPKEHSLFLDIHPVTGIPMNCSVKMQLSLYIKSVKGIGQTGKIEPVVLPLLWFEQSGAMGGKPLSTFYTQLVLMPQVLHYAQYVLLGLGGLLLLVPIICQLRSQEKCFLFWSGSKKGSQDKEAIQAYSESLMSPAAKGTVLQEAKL
# MITF TRPM1 HTS – increases MITF-driven TRPM1 promoter luciferase signal; SK-MEL-5 TRPM1-promoter luciferase, 24 h; % of positive control, neutral wells = 0; activation, % at 12.5 µM; hit rate 0.75% among 300,000;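 active = mean activation of at least 80% with every replicate also reaching 80%; inconclusive = mean reaches 80% but some replicate falls short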;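 also: 0% = neutral control wells and 100% = parthenolide positive control wells; values of inactives mirror those of a sister screen read the other way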
# NSD2 inh – inhibitors of human histone methyltransferase NSD2 | inhibition, % at 12.5 µM | O96028 | NSD2 peptide methylation, AlphaScreen, 120 min | hit rate 0.54% among 310,000 | AID 743445; in the data active = inhibition above about 50%
# CAL PDZ FP-1 – human CAL PDZ-peptide interaction inhibition. purified CAL PDZ, TMR-peptide fluorescence polarization, 1 h. inhibition, % at 20 µM. hit rate 0.02% among 330,000. AID 504414;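 active = highest replicate inhibition of at least 40%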;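 also: plate controls were DMSO neutral control wells for no effect and unlabeled competitor peptide control wells for full effect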
#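 System: purified tagged CAL PDZ domain construct (CerCALP). Schedule: 1 h incubation at room temperature before polarization reading. Medium: 25 mM sodium phosphate pH 7.4, 150 mM NaCl, TCEP, IgG, Thesit. Read-out: percent inhibition from loss of millipolarization. Measured by: FP readout, S and P plane fluorescence. Probe or stimulus: fluorescent TMR peptide probe.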
# PvdQ inh – blocks Pseudomonas aeruginosa PvdQ acylase activity; AID 488965; purified PvdQ acylase, fluorescence plate reader; hit rate 0.063% among 340,000; inhibition, % at 10 µM; in the data active = inhibition above about 30%, passing the limit was not always enough; inconclusive = no clear call, values can overlap the other calls;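 also: 0% = vehicle neutral wells and 100% = reference inhibitor wells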
# dFosB act – activators of mouse delta FosB homodimer | hit rate 0.99% among 340,000 | purified delta FosB, TAMRA-CDK5 oligo fluorescence polarization; percent of positive-control signal above neutral wells | activation, % at 25 µM | P13346;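 active = mean activation above about 17%, with every replicate also reaching it, limit read from the data, passing the limit was not always enough; inconclusive = only one of the two conditions met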;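 also: fluorescence polarization rise as delta FosB binds a TAMRA Cdk5 AP-1 oligo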
# Target sequence (P13346 whole entry, looked up): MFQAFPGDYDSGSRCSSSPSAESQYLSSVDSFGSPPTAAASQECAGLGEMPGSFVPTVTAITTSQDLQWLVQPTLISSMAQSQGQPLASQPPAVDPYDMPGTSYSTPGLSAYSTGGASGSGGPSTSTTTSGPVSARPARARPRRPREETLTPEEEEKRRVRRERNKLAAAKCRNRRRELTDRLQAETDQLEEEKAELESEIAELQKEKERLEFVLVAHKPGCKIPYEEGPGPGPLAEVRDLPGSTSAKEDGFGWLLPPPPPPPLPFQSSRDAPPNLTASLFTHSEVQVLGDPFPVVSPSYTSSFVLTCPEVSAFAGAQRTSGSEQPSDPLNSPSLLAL
# CAL PDZ FP-2 – CAL PDZ (human) peptide binding inhibition | Q9HD26 | purified CAL PDZ, TMR-peptide fluorescence polarization, 1 h | inhibition, % at 24.9 µM | hit rate 0.92% among 300,000 | AID 602252;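 active = mean inhibition of at least 30% with at least half of replicates also reaching 30%; inconclusive = no clear call, values can overlap the other calls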;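 also: 0% = DMSO neutral control and 100% = excess unlabeled competitor peptide PRC23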
# * = called active by the depositor; ? = inconclusive; nt = not tested or not shown.
mol,SR-BI DiI inh,NSD2 inh,PvdQ inh,MITF TRPM1 HTS,CAL PDZ FP-2,PfHsp90 set2,Rtt109 HAT inh,dFosB act,CAL PDZ FP-1,SR-BI DiI-HDL act
COCCN(C(=O)CCC(=O)Nc1nccs1)C(C(=O)NC(C)(C)C)c1ccc(Cl)cc1 (configuration not stated),4,-6,-20,-1,-5,-18,-5,-12,-0.5,-4
Cc1cc(OCCCn2ccnc2)cc(C(C)C)c1,-13,4,-15,5,-8,nt,-5,-4,-0.3,13
CCCCCN(C(=O)CCC(=O)OCC(=O)c1ccc(C(C)(C)C)cc1)c1c(N)n(CCCC)c(=O)[nH]c1=O,16,3,2,30,-3,nt,15,0,-1.7,-16
O=C(CSc1nnc(Cc2ccccc2)o1)Nc1ccc2c(c1)OCO2,nt,1,0,26,-4,6,-4,-2,-0.8,nt
Cn1c(=O)n(C)c2cc(/C=N/NC(=O)c3cc4cc(Br)ccc4o3)ccc21,37,0,-7,nt,12,2,-13,8,-0.2,-37
CCOC(=O)CNC(=O)CNC(=O)c1nn(-c2ccc(OC)c(OC)c2)c(=O)c2ccccc12,12,22,-22,1,3,-24,4,-3,-0.9,-11
Cc1ccc2[nH]c(SCC(=O)N3CCOCC3)nc2c1C,-18,-3,2,19,-2,-5,-13,2,0.5,18
CCc1ccc(/C=N/NC(=O)Cc2ccc(OC)c(OC)c2)s1,-14,3,-16,0,-7,-10,-12,-13,-2.5,14
COc1ccc(N(Cc2cc3ccc(C)cc3[nH]c2=O)C(=O)C2CCCO2)cc1 (configuration not stated),nt,-2,-15,5,-8,11,-2,-12,-1.1,nt
CC1CCCCC1NS(=O)(=O)c1ccc2c(c1)CCC(=O)N2 (configuration not stated),11,-9,-8,1,-1,-8,-9,-4,-0.9,-11
COc1ccc(C(=O)C2CCCN(C(=O)c3cccnc3OC)C2)c(C)c1 (configuration not stated),0,-4,3,0,-2,26,4,-3,0.5,0
COc1cccc(/C=C/C(=O)OCC(=O)NC2CCCCCCC2)c1,-25,nt,-13,8,nt,nt,-2,-5,-1.9,25
C[C@H](CO)N1C[C@H](C)[C@@H](CN(C)S(=O)(=O)c2cn(C)cn2)Oc2c(NC(=O)Nc3ccc(C(F)(F)F)cc3)cccc2C1=O,17,nt,21,20,-2,0,-4,7,-1.6,-17
O=[N+]([O-])c1ccc(N2CCN(S(=O)(=O)c3ccccc3)CC2)cc1NCCN1CCOCC1,-6,2,11,3,0,-1,22,-9,-1.0,6
CCc1cccc2c(C(=O)CSc3nncn3-c3ccccc3OC)c[nH]c12,38,-4,3,-5,-6,1,0,-6,0.8,-38
Cc1ccc(-n2c(CNc3ccc(C)c(Cl)c3)n[nH]c2=S)cc1,17,3,-11,1,-1,-6,-2,-10,-1.2,-17

# Compound profiles, from the list above.
# `C[C@H](CO)N1C[C@H](C)[C@@H](CN(C)S(=O)(=O)c2cn(C)cn2)Oc2c(NC(=O)Nc3ccc(C(F)(F)F)cc3)cccc2C1=O` across the screens: SR-BI DiI inh: 17; NSD2 inh: nt; PvdQ inh: 21; MITF TRPM1 HTS: 20; CAL PDZ FP-2: -2; PfHsp90 set2: 0; Rtt109 HAT inh: -4; dFosB act: 7; CAL PDZ FP-1: -1.6; SR-BI DiI-HDL act: -17
# `COc1ccc(C(=O)C2CCCN(C(=O)c3cccnc3OC)C2)c(C)c1` (configuration not stated) across the screens: SR-BI DiI inh: 0; NSD2 inh: -4; PvdQ inh: 3; MITF TRPM1 HTS: 0; CAL PDZ FP-2: -2; PfHsp90 set2: 26; Rtt109 HAT inh: 4; dFosB act: -3; CAL PDZ FP-1: 0.5; SR-BI DiI-HDL act: 0

# New compounds follow.
mol,SR-BI DiI inh,NSD2 inh,PvdQ inh,MITF TRPM1 HTS,CAL PDZ FP-2,PfHsp90 set2,Rtt109 HAT inh,dFosB act,CAL PDZ FP-1,SR-BI DiI-HDL act
NC(=O)c1cc2cc(Cl)ccc2oc1=O,14,-1,0,nt,2,nt,0,-1,-2.0,-14
C=CCSC1=C(C#N)C(c2ccccc2OC)CC(=O)N1 (configuration not stated),1,19,5,nt,4,9,9,5,-1.5,-1
Cn1c(C(=O)N/N=C/c2ccccc2)cc2ccccc21,64,1,-9,nt,-1,-2,3,1,-0.9,-64
O=C(/C=C/c1cccc([N+](=O)[O-])c1)NCc1ccco1,-9,3,2,15,-7,-9,-13,1,0.0,9
O=C(CN1CCN(c2ccccn2)CC1)NC1CCCCC1,nt,0,3,-5,11,-12,-1,4,-1.4,nt
COc1cccc(-n2ccnc2SCC(=O)NCc2ccccc2)c1,-7,15,-15,0,-1,nt,-5,-2,-1.6,7
Cc1cc(Nc2ccc(C(=O)O)cc2)n2nc(C)nc2n1,-6,nt,-20,nt,nt,nt,-4,-5,0.7,6
CCOc1ccc(S(=O)(=O)NC2CC2)cc1C(N)=O,8,-6,25,9,-5,18,-15,0,-0.4,-8
O=C(COc1ccc(Cl)cc1)Nc1ccc2c(c1)C(=O)NC2=O,-18,nt,-13,11,3,4,9,?,-2.9,18
Cc1[nH]n(-c2ccccc2)c(=O)c1/C=C1/C=c2ccccc2=N1,12,-3,8,19,-2,-11,-9,-3,-0.2,-12
COc1ccc(NC(=O)Cc2c(Cl)cccc2Cl)cn1,11,-2,-8,22,-1,23,4,-1,-0.4,-11
COc1ccc(C2NC(=O)NC(C)=C2C(=O)OCc2ccc3c(c2)OCO3)cc1OC (configuration not stated),-17,11,3,-28,-4,nt,-2,-14,-2.1,17
CCOC(=O)c1c(C)oc2ccc(NS(=O)(=O)c3ccc(C(=O)O)cc3)cc12,-10,2,5,7,6,24,23,-4,-1.1,10
Nc1cccn2c(-c3ccc(Cl)cc3)cnc12,40,-14,-12,7,-1,6,6,-10,0.0,-40
O=C(c1cc(-c2cccc(Cl)c2)on1)N1CCCCCC1,18,-4,4,113*,-3,15,9,-9,-3.2,-18
COc1ccc(S(=O)(=O)N2CCOCC2)cc1C(=O)N1CCCCCC1,2,0,-11,-3,-2,-10,3,0,0.3,-2
CSCCC(NS(=O)(=O)c1ccc(C)cc1)C(=O)N(C)CC(=O)Nc1ccccc1Br (configuration not stated),16,0,-8,-14,0,0,5,-10,-1.1,-16
CCN(CC)C(=O)C(=O)Nc1ccc(OCc2ccccc2)cc1,6,1,1,8,-2,-7,2,3,-0.8,-6
CCN1C(=O)N[C@@H](CCc2ccccc2)[C@H](C(C)=O)[C@H]1C,-19,nt,-7,15,-1,1,-4,3,1.4,19
Cc1ccc(S(=O)(=O)N2CCOCC2)cc1C(=O)N1CC(C)CC(C)C1 (configuration not stated),7,-3,4,-3,-3,5,-4,-5,6.4,-7
CCc1n[nH]c(=S)n1/N=C/c1cc(OC)cc([N+](=O)[O-])c1O,-39,21,-4,-10,-2,-21,0,-10,-1.6,39
Nc1c(-c2cccc(Cl)c2)cnn1-c1ccccc1,nt,0,-3,68,-2,-14,nt,-15,-0.9,nt
O=C(NCc1ccccc1)C1=C[C@@H](C2CCCCC2)C[C@@H](OCc2ccc(CO)cc2)O1,-9,nt,7,9,-1,4,2,5,0.0,9
CC1CN(C(=O)CN2C(=O)c3ccccc3C2=O)CC(C)O1 (configuration not stated),-27,15,0,-5,nt,-28,-4,11,-0.4,27
O=C(Nc1nnc(C2CC2)s1)c1ccc(S(=O)(=O)c2ccccc2)cc1,0,5,-11,-3,-1,nt,6,0,0.1,0
COc1ccccc1NC(=O)Nc1nnc(CC(=O)Nc2ccccc2C)s1,10,6,-13,-4,nt,-24,2,26*,-1.4,-10
O=C(Oc1coc(CSc2ncccn2)cc1=O)c1ccco1,nt,nt,-10,-7,-2,2,3,-12,-7.4,nt
O=C(NCC(=O)N1CCN(c2ccccc2O)CC1)c1ccc2ccccc2c1,?,1,6,-27,-4,17,27,-11,-0.7,-71
CCOCCCNC(=O)C(c1ccc(OC)cc1)N(Cc1cccs1)C(=O)CNC(C)=O (configuration not stated),-20,29,4,19,5,nt,6,1,0.2,20
Cc1ccnc(NC(NC(=O)C(C)C)(C(F)(F)F)C(F)(F)F)c1,25,-3,9,9,0,9,-2,3,-0.2,-25
CCOC(=O)C1CCCN(C(=O)c2ccc3c(c2)OCO3)C1 (configuration not stated),-11,-6,0,nt,-2,nt,5,-5,-0.9,11
Cc1ccc(N(C(=O)c2ccc3c(c2)OCO3)C2C=CS(=O)(=O)C2)cc1C (configuration not stated),-30,-2,-19,-1,-6,9,10,-2,15,30
O=C(CCOc1ccccc1)N1CCN(c2ccc(O)cc2)CC1,1,nt,-13,10,-6,9,1,1,0.0,-1
COc1ccccc1CN1CCC(n2nccc2NC(=O)CCc2ccccc2)CC1,5,1,-12,-7,-2,15,0,-4,-2.6,nt
CCc1ncc(CN2CCC(C(=O)Nc3ccc(-n4nc(C)cc4C)cc3)CC2)cn1,36,3,-18,-13,nt,18,0,-5,1.2,nt
O=C(/C=C/c1ccc2c(c1)OCO2)NCC1CCCO1 (configuration not stated),-21,2,-6,47,2,-15,-3,6,-1.5,21
O=C(Cn1cccc1C(=O)c1ccccc1)NCCCN1CCOCC1,nt,0,-12,1,-2,-28,-1,-1,0.3,nt
CN(c1ccc(C(=O)N2CCCCC2)cc1)S(C)(=O)=O,-33,nt,3,4,-1,5,2,-1,-0.5,33
CCOC(=O)c1ccc(NC(=O)c2nc[nH]c2C(=O)N[C@@H](CCCCNC(=O)OC(C)(C)C)C(=O)OC(C)(C)C)cc1,21,nt,-7,-16,-7,-18,-10,-9,-0.2,-21
CCc1c(C(=O)N/N=C/c2ccc(OCc3ccc(F)cc3)c(OC)c2)nnn1-c1nonc1N,76*,32,-2,78,-4,-43,-6,?,-1.2,-76
CCN1CCN(C(=O)C2CCCN(S(=O)(=O)c3cccc4nsnc34)C2)CC1 (configuration not stated),-26,8,1,2,4,12,24,-6,0.4,26
CC1(C)S[C@@H]2[C@H](NC(=O)C(C(=O)O)c3ccccc3)C(=O)N2[C@H]1C(=O)O (some centres not stated),5,nt,-10,10,0,14,-2,-1,0.6,-5
